# DYRK1A inh = blocks rat Dyrk1A kinase activity; Q63470; ADP-Glo luminescence, NFATc1 peptide; inhibition, % at 12.5 µM; hit rate 0.43% among 310,000; AID 504441; in the data active means inhibition above about 50%;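 further: plate controls were vehicle with enzyme for no effect and no enzyme for full effect; many of its hits are not listed in these tables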
# KCNK9 block = inhibitors of human KCNK9 two-pore domain potassium channel | Q9NPC2 | HEK293 KCNK9, FluxOR thallium flux fluorescence; active compounds read low | B-score at 10 µM | hit rate 1.2% among 310,000 | AID 488922;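 active means ratio B-score over 3 SD below the library mean, with starting fluorescence within 5 SD of its mean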;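 further: negative B-score means less thallium flux so channel inhibition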
# KCNQ1 pot = potentiates or activates the human KCNQ1 potassium channel. AID 2648. CHO-K1 KCNQ1, thallium flux FluxOR fluorescence; active compounds read high. hit rate 0.35% among 310,000. P51787. B-score at 10 µM;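 active means fluorescence ratio B-score, a plate-corrected score, at least three library SD, with initial intensity B-score within 5 SD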
#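 Test system: CHO-K1 cells stably expressing KCNQ1 / Medium: assay buffer / Also added: depolarizing K+/Tl+ stimulus, K2SO4 and Tl2SO4 each 12.5 mM in 5x stock / Incubation: 90 min dye loading and 20 min compound exposure, both at room temperature / Signal: thallium influx via FluxOR fluorescence, kinetic imaging / Evaluation: B score of baseline-normalized fluorescence ratio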
# KCNQ1 block = blocks the human KCNQ1 potassium channel | B-score at 10 µM | CHO-K1 KCNQ1, FluxOR thallium flux fluorescence; active compounds read high | P51787 | hit rate 1.3% among 310,000;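 active means compounds whose thallium flux B-score, printed positive for inhibition, exceeds three library SD while starting fluorescence stays within three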;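 further: channel opened by potassium depolarization with thallium stimulus after 20 min compound exposure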
# hERG rescue = shields human hERG channel from block by proarrhythmic agents | hit rate 0.51% among 310,000 | activation (rescue from dofetilide block), less the hit threshold, % at 10 µM | AID 1511 | CHO-hERG, FluxOR thallium flux, dofetilide IC70 present;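 active means activation above the mean of controls blocked by dofetilide plus 5 SD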;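 further: thallium influx through hERG after potassium depolarization seen as dye fluorescence rise; in these data hits start at about 4.7%; inactives centre near -7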
# Platelet DG rel = modulates dense granule release in human platelets. human platelet-rich plasma, SFLLRN dense granule ATP release, luminescence. inhibition, %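 (compounds screened at 7.5 µM in platelet-rich plasma)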. hit rate 0.22% among 300,000;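 active means mean replicate score, as percent of positive control, at or above 50; inconclusive means mean below 50 but at least one replicate at or above 50; inactive means mean and every replicate below 50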
# TRPC4 inh = inhibitors of mouse TRPC4 channel; Q9QUQ5; HEK293 TRPC4beta/mu-opioid, DAMGO-evoked Fluo4 calcium flux; active compounds read low; B-score at 10 µM; hit rate 0.39% among 300,000;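 active means B-score over 3 SD under the library average, no early fluorescence shift, positive overall ratio signal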
# Target sequence (Q9QUQ5 whole entry, looked up): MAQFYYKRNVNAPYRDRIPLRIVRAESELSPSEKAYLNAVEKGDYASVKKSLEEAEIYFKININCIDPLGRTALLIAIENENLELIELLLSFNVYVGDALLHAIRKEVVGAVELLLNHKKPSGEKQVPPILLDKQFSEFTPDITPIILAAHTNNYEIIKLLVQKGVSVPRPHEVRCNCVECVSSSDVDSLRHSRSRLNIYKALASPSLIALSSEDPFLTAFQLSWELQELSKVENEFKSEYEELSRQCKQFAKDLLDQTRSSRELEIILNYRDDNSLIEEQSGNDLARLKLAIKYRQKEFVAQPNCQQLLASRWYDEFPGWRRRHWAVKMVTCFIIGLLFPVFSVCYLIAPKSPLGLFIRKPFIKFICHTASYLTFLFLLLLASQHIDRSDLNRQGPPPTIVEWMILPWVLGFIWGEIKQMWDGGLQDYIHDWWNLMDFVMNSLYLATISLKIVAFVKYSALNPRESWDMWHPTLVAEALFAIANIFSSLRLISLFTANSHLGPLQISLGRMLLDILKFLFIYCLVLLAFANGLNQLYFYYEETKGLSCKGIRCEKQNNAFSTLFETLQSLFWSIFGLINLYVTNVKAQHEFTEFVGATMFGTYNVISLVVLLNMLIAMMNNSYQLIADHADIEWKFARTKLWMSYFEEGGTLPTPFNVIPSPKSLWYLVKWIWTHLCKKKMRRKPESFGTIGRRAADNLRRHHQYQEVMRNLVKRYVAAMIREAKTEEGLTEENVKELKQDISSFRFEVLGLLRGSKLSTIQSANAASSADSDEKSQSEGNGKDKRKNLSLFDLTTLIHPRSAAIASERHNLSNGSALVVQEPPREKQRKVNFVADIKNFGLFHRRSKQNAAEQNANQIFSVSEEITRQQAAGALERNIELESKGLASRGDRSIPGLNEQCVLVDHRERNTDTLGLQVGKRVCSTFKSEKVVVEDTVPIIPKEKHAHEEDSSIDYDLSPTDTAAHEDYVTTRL
#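 Material: HEK293 cells with stable TRPC4beta plus mu-opioid receptor expression; probe or stimulus: DAMGO in two steps, submaximal then maximal; technique: Fluo4 calcium fluorescence by kinetic imaging, 5 s 1 Hz baseline; measure: integrated fluorescence ratio relative to baseline, converted to per-well B score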
# TRPC4 potent = allosterically enhances the mouse TRPC4 cation channel. hit rate 0.42% among 310,000. B-score at 10 µM. HEK293 TRPC4beta/mu-opioid, DAMGO EC20, Fluo-4 Ca2+ flux; active compounds read high;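 active means B-score of calcium response area above 5 SD of library B-scores, with initial fluorescence ratio within 5 SD of library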;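 further: B-score of integrated fluorescence ratio over time as area under calcium response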
# KCNK3 inh = human KCNK3 channel inhibition, primary screen; O14649; CHO-KCNK3 thallium flux, FluxOR fluorescence; active compounds read low; B-score at 10 µM; hit rate 0.84% among 340,000;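 active means B-score under library mean minus 4 SD, starting fluorescence ratio at most library mean plus 5 SD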;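 further: more negative B-score means stronger inhibition of thallium flux through KCNK3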
# PolyA inh = yeast polyadenylation inhibition; S. cerevisiae SKY197-pL101 polyadenylation reporter, beta-gal luminescence; efflux-impaired pdr1/pdr3 knockout yeast; score 100 = 6 SD above DMSO; calls only at 12 µM; hit rate 0.02% among 300,000; AID 1875;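 active means lowest replicate activity score at least 50, where 100 means six control SD above control mean; inconclusive means lowest score under 50 but half or more replicates reach 50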;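 further: yeast exposed to compound for 9 h at 30 °C; higher score means more reporter readthrough which indicates perturbed polyadenylation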
# TRPC4 act = opens the mouse TRPC4 cation channel. hit rate 0.49% among 310,000. B-score at 10 µM. Q9QUQ5. HEK293 TRPC4beta/mu-opioid, Fluo4 calcium fluorescence; active compounds read high;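 active means B-score above 5 SD of library B-scores, and initial fluorescence ratio not above library mean plus 5 SD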;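 further: positive B-score marks a calcium rise read as TRPC4 activation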
#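 Assay system: HEK293 stable line with TRPC4beta plus mu-opioid receptor; schedule: 45 min room-temperature Fluo4 loading, 110 s read; technique: kinetic Fluo4 calcium fluorescence; evaluation: integrated baseline-normalised fluorescence ratio, converted to per-well B score; controls: buffer (low) and maximal DAMGO (high)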
# The depositor's hits bear a star; i = inactive; ? = inconclusive; · = not tested or not shown.
SMILES,DYRK1A inh,KCNK9 block,KCNQ1 pot,KCNQ1 block,hERG rescue,Platelet DG rel,TRPC4 inh,TRPC4 potent,KCNK3 inh,PolyA inh,TRPC4 act
C[C@H](NC(=O)c1cc2cc(Cl)ccc2n1C)C(=O)N[C@@H](C(=O)O)c1ccccc1,-1.6,i,i,i,-4.5,-4.3,i,i,i,i,i
O=C(NCCCn1ccnc1)c1cc(C(=O)C2CCCCC2)c[nH]1,·,i,i,i,-2.7,-0.6,i,i,i,i,i
COc1ccc(CCNC(=O)COc2coc(CN3c4ccccc4CC3C)cc2=O)cc1OC (centres undefined),9.7,i,i,i,-13.3,1.0,i,i,i,i,i
Cc1cccc(NC(=O)C2(c3ccccc3)CCOCC2)c1,-0.8,i,i,i,0.6,0.1,i,i,i,i,i
CCOC(=O)C1(Cc2cccc(Cl)c2)CCCN(CCO)C1 (centres undefined),-5.2,i,i,i,-19.9,0.9,i,i,i,i,i
CN(C)C(CNC(=O)NC1CCCCC1)c1cccnc1 (centres undefined),0.6,i,i,i,-11.2,0.5,i,i,i,i,105*
COc1ccccc1C(=O)N/C(=C\c1ccccc1)C(=O)NC(C)C(=O)O (centres undefined),9.1,i,i,i,-11.9,-5.7,i,i,i,i,i
COc1ccc2c(c1OC)C(=O)OC2Nc1ccccc1S(=O)(=O)C(F)F (centres undefined),-1.7,i,i,i,-8.4,-5.9,i,i,i,i,i
O=C(CCC1CCCN(C(=O)CCC(F)(F)F)C1)NCc1ccc(F)c(F)c1 (centres undefined),-3.3,i,i,i,-3.8,-4.1,i,i,i,i,i
CCc1nn(CC(=O)NCCCc2ccccc2)c(=O)c2cc3cc(F)ccc3n12,·,i,i,i,-7.2,-3.9,i,i,i,i,i
C=CCSc1nnc(Cn2c(=O)sc3ccccc32)n1C,-7.8,i,i,i,-7.9,-7.2,i,i,i,i,i
Cc1cc(C)c([N+](=O)[O-])cc1-c1ccc(/C=N/NC(=O)c2nonc2N)o1,5.0,i,i,i,-25.6,2.5,i,i,i,i,i
Cc1nc2nc(-c3cccnc3)[nH]n2c(=O)c1Cc1ccccc1,22.1,i,i,i,-3.1,3.2,i,i,i,i,i
CC(OC(=O)c1ccc(Cl)nc1)C(=O)NC(C)(C)C (centres undefined),2.2,i,i,i,-1.0,1.1,i,i,i,i,i
CCOC(=O)N1CCN(C(=O)c2ccc(N3C(=O)c4ccccc4C3=O)cc2)CC1,-1.7,i,i,i,-11.6,-48.9,i,i,i,i,i
CS(=O)(=O)c1ccc(Cl)c(NC(=O)COC(=O)CCN=C2NS(=O)(=O)c3ccccc32)c1,-0.7,i,i,i,-9.2,-0.3,i,i,i,i,i
OCC1CCCN(c2ncnc3scc(-c4ccccc4)c23)C1 (centres undefined),4.6,i,i,i,-4.9,13.1,i,i,i,i,i
O=C(NCc1ccccc1)c1csc2c1CCCCC2,0.8,i,i,i,-14.0,1.4,i,i,i,i,i
CC(C)CC(NC(N)=O)C(=O)OCC(=O)Nc1ccc(SC(F)F)cc1 (centres undefined),·,i,i,i,-4.7,-8.4,i,i,i,i,i
CCCCn1c(N)c(N(CCOC)C(=O)c2cccc(S(=O)(=O)N(C)c3ccc(C)cc3)c2)c(=O)[nH]c1=O,-4.6,i,i,i,-10.8,-1.0,i,i,i,i,i
Cc1ccccc1-c1nnc(-c2ccc(Cl)cc2)o1,-4.4,i,i,i,1.0,-0.6,i,i,i,i,i
CC1CCCN(C2(O)C(=O)Nc3ccc(Cl)cc32)C1 (centres undefined),-0.7,i,i,i,-0.1,-2.5,i,i,i,i,i
CCN(CC)C(=O)C(=O)c1ccn(-c2c(C)csc2C(=O)OC)c1,5.1,i,i,i,-14.8,8.8,i,i,i,i,i
C=CCn1c(SCC(=O)Nc2ccc(Br)cc2)nc(O)c(CC)c1=O,·,i,i,i,-10.7,-4.1,i,i,i,i,i
COc1ccc(-c2ccc(SCC(=O)NC3CCCC3)nn2)cc1OC,-0.2,i,i,i,-16.9,4.5,i,i,i,i,i

# Following part:
SMILES,DYRK1A inh,KCNK9 block,KCNQ1 pot,KCNQ1 block,hERG rescue,Platelet DG rel,TRPC4 inh,TRPC4 potent,KCNK3 inh,PolyA inh,TRPC4 act
Cc1cccc(CC2CC(=O)N(c3ccc([N+](=O)[O-])cc3)C2=O)c1 (centres undefined),-1.6,i,i,i,-2.6,3.2,i,i,i,i,i
COc1ccc(Cn2c(=O)[nH]c3cc(C(=O)N4CCN(c5ccc(C(C)=O)cc5)CC4)ccc3c2=O)cc1,4.8,i,i,i,-8.3,10.7,i,i,i,i,i
Cc1cc(C)cc(OCC(=O)N(Cc2ccccc2)C2CCS(=O)(=O)C2)c1 (centres undefined),-2.8,i,i,i,-5.7,7.7,i,i,i,i,i
COc1ccc(C(C)=O)cc1COc1ccc(Cl)cc1Cl,·,-14.3*,i,i,-0.3,-4.3,i,i,i,i,i
CCc1nc(-c2ccc(-c3ccc(OC)cc3)nc2OC)no1,-9.6,i,i,i,-4.7,1.7,i,i,i,i,i
CCC(C)NC(=O)c1cc(C)no1 (centres undefined),-1.4,i,i,i,-7.2,12.3,i,i,i,i,i
CCCCOc1cccc(/C=N/NC(=O)c2csc(C)c2C)c1,4.7,i,i,i,-8.9,-6.3,i,i,i,i,i
O=C(O)CCCCCCNC(=O)c1cncc(O)c1,-6.6,i,i,i,0.0,-3.8,i,i,i,i,i
C=C[C@@]1(C)CC(=O)[C@]2(O)[C@@]3(C)[C@@H](O)CCC(C)(C)[C@@H]3[C@H](OC(C)=O)[C@H](O)[C@@]2(C)O1,-2.7,i,13*,i,-12.8,?,i,i,i,i,i
CCOC(=O)N1CCC(Nc2c(NCCCN(CC)c3cccc(C)c3)c(=O)c2=O)CC1,1.3,i,i,i,-14.6,6.4,i,i,i,i,i
COc1cc(Cl)ccc1NC(=S)N(CCN(C)C)C(C)c1ccncc1 (centres undefined),-2.9,i,i,i,-12.8,-2.8,i,i,i,i,i
COC(=O)CSc1nc(-c2ccccc2)cc(-c2ccco2)c1C#N,0.7,-8.94*,i,i,-1.6,-2.4,i,i,i,i,i
O=c1cc(O)c(-c2ccccc2)c(Cl)[nH]1,-0.5,i,i,i,-7.0,-1.5,i,i,i,i,i
Cc1ccc(C2N3CC4([N+](=O)[O-])CN2CC([N+](=O)[O-])(C3)C4(C)C)cc1 (centres undefined),-0.7,i,i,i,-8.3,3.2,i,i,i,i,i
CCn1cc(C(=O)N[C@@H](CCSC)C(=O)NC(C)(C)CO)c(=O)c2cc3c(cc21)OCO3,-5.8,i,i,i,-1.0,4.1,i,i,i,i,i
O=C(O)c1cn(C2CCCCC2)c2ccccc2c1=O,·,i,i,i,-6.8,-5.3,i,i,i,i,i
CCC(C(=O)NCCc1c[nH]c2cc(OC)ccc12)c1ccccc1 (centres undefined),-1.3,i,i,i,-3.2,-2.6,i,i,i,i,i
CO[C@H]1O[C@@H]2O[C@@]3(C)CC[C@H]4[C@H](C)CC[C@@H]([C@H]1C)[C@@]24OO3,·,i,i,i,-6.9,1.8,i,i,·,i,i
CCCOc1ccccc1NC(=O)c1ccc(N)cc1,1.7,i,i,i,-3.0,1.8,i,i,i,i,i
CCCOc1ccc(NC(=O)CC2C(=O)N(C)C(=S)N2Cc2ccc3c(c2)OCO3)cc1 (centres undefined),-0.8,i,i,i,-7.4,-6.6,i,i,i,i,i
O=S1(=O)C=CC(c2ccccc2)C1 (centres undefined),-9.4,i,i,i,-13.4,-26.4,i,i,i,i,i
CCN1CCc2c(OCc3ccccc3)cccc2C1=O,·,i,i,i,-11.0,5.6,i,i,i,i,i
Cc1ccc(O)c(C(=O)c2cnc3c(c2)c(C)nn3-c2ccccc2)c1,0.0,i,i,i,-16.2,-0.2,i,i,i,i,i
COc1cc([N+](=O)[O-])ccc1NC(=S)NCc1ccccn1,-4.1,i,i,i,-12.5,-14.4,i,i,i,i,i
S=C(NCc1ccccc1)NCc1ccccc1,-4.2,i,i,i,-5.6,-3.3,i,i,i,i,i

# Other results.
SMILES,DYRK1A inh,KCNK9 block,KCNQ1 pot,KCNQ1 block,hERG rescue,Platelet DG rel,TRPC4 inh,TRPC4 potent,KCNK3 inh,PolyA inh,TRPC4 act
CCC(=O)Nc1cccc(C(=O)/C=C/c2ccccc2)c1,6.7,i,i,i,-13.6,0.6,i,i,i,i,i
CCc1ccccc1NC(=O)CN(C)C(=O)Cn1cc(C(F)(F)F)cc(Cl)c1=O,3.6,i,i,i,-4.7,6.4,i,i,i,i,i
COc1cccc(C(=O)NNC(=O)CCC(=O)O)c1,-1.9,i,i,i,-4.9,-7.2,i,i,i,i,i
NC(=O)CCN1CCN(C(=O)c2ccc3nc(Cc4cccc(Cl)c4)oc3c2)CC1,-2.1,i,i,i,-12.6,1.7,i,i,i,i,i
O=C(COC(=O)/C=C/c1ccc2c(c1)OCO2)Nc1ccccc1,-0.4,i,i,i,-3.0,4.7,i,i,i,i,i
COC(=O)CC1COc2ccccc2N1C(=O)c1ccc(OC)cc1 (centres undefined),0.7,i,i,i,-8.2,6.7,i,i,i,i,i
CCN(CC)S(=O)(=O)c1ccc(NC(=O)c2ccc(Sc3nncn3C)c([N+](=O)[O-])c2)cc1,-4.0,i,i,i,-4.8,-15.6,i,i,i,i,i
CN1CCN(C(=S)SCC(=O)N2CCCc3ccccc32)CC1,-0.4,i,i,i,-13.8,-9.5,i,i,i,i,i
Cc1ccnc(N2CCC(C(=O)NNC(=O)c3ccccc3)CC2)n1,-3.6,i,i,i,-5.4,2.7,i,i,i,i,i
O=C1CC(c2ccccc2)NC(=O)N1 (centres undefined),-0.2,i,i,i,-2.3,-1.0,i,i,i,i,i
CC12C=CC(=O)C=C1CCC1C3CCC(O)(C(=O)CO)C3(C)CC3OC312 (centres undefined),-5.6,i,i,i,-13.5,-0.5,i,i,i,i,i
C=COCCCNc1ncnc2sc(-c3ccccc3)cc12,45.8,i,i,i,-1.5,-3.0,i,i,i,i,i
O=C(N/N=C/c1ccncc1)C1C2CCCCCCC21 (centres undefined),0.6,i,i,i,-12.7,-0.6,i,i,i,i,i
N#Cc1c(-c2ccccc2)nc(SCC(=O)N2c3ccccc3Sc3ccccc32)[nH]c1=O,-5.8,i,i,i,-38.2,-14.6,i,i,i,·,i
COc1ccc2c(c1)[nH]c1c(=O)n(/N=C/c3ccc(OC)c(CN4CCCC4)c3)cnc12,14.9,i,i,i,-11.3,9.0,i,i,i,i,i

# Some of the compounds tested; count on the stated rates, not on these rows.
